From PubChem
PI4K2A block: qHTS for small molecular inhibitors of PI4K2A; Phosphatidylinositol 4-kinase type 2-alpha (Homo sapiens), Q9BTU6; purified PI4K2A, ADP-Glo luminescence, 1 h; hits give low values; activity change, negative = inhibition, % at 76.9 µM; 0.13% of 420,000 active; in the data active = activity change below about -50%; inconclusive = mostly about -30% to -49%;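 also: -100% = wells without enzyme as full effect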
Target sequence (Q9BTU6 whole entry, looked up): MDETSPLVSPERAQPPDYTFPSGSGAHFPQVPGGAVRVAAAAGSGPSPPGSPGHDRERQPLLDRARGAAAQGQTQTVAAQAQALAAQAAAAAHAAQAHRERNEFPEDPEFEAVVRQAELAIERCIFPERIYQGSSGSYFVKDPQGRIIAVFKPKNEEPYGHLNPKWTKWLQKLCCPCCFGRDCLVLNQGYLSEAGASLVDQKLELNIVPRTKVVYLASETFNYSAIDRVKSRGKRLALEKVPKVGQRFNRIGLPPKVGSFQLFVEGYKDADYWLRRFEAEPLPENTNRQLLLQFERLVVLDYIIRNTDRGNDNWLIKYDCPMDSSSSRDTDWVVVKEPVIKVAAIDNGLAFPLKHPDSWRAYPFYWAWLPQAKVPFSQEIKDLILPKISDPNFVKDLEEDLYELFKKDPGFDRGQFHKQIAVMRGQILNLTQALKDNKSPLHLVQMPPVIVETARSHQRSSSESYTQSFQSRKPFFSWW
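In this quantitative HTS, ADP production by PI4K2A was quantified luminescently after 1 h at ambient temperature; 100 microM adenosine served as plate-quality control.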
BAZ2B block: qHTS Assay for Inhibitors of BAZ2B | 4.4% of 360,000 active | Bromodomain adjacent to zinc finger domain protein 2B (Homo sapiens), Q9UIF8 | AID 504333, 2011 | Potency, µM (top dose mostly 114 µM), inactives show at the top dose activity change, negative = inhibition, hits mostly inhibitors | AlphaScreen BAZ2B-H3K14Ac peptide displacement; also: potency is read from the fitted curve at half-maximal effect; % is scaled to controls: 0 for no effect and ±100 for the full control effect; nearly all actives have a fitted effect of over 60% in size
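Complex of BAZ2B and biotin-H3K14Ac (50 nM apiece) forms over 30 min at RT, then faces library compounds up to 110 uM for another 30 min; AlphaScreen beads added, 20 min dark incubation, luminescence read.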
G9a block: qHTS Assay for Inhibitors of Histone Lysine Methyltransferase G9a. Histone-lysine N-methyltransferase EHMT2 (Homo sapiens), Q96KQ7. G9a H3K9 monomethylation, AlphaScreen, 2 h. Potency, µM (doses to about 102 µM), for the others: at the highest dose activity, negative = inhibition, most hits filed as inhibitors. 8.8% of 350,000 active. AID 504332, 2011; also: potency is read from the fitted curve at half-maximal effect; % is scaled to controls: 0 for no effect and ±100 for the full control effect; nearly all actives have a fitted effect of over 75% in size
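Chemiluminescent proximity detection of H3K9 monomethylation, read after 10 min bead incubation in the dark. Reaction: 20 nM G9a, 500 nM biotin-H3K9 peptide, 20 uM SAM cofactor, 2 h, room temperature, following 15 min enzyme-compound preincubation.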
GLS inh: qHTS for Inhibitors of Glutaminase (GLS). AID 624170, 2012. Glutaminase kidney isoform, mitochondrial (Homo sapiens), O94925. Potency, µM (doses to about 45.5 µM), for the others: top-dose activity change, negative = inhibition, usual class: inhibitors. 0.21% of 410,000 active. GLS enzymatic activity, qHTS titration; also: potency is read from the fitted curve at half-maximal effect; % is scaled to controls: 0 for no effect and ±100 for the full control effect
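Two-point fluorescence kinetic (t0, 30 min RT) for hKGA; glutamate detected via glutamate oxidase–HRP–Amplex Red. Substrate: 1 mM L-glutamine solution; buffer 45 mM KH2PO4, pH 8.2.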
JMJD2A Tudor: qHTS Assay for Inhibitors of JMJD2A-Tudor Domain; 4.4% of 390,000 active; AlphaScreen JMJD2A-Tudor / H3K4me3 peptide binding; Potency, µM (doses to about 114 µM), inactives show top-dose activity change, negative = inhibition, hits mostly inhibitors; also: potency is read from the fitted curve at half-maximal effect; % is scaled to controls: 0 for no effect and ±100 for the full control effect; nearly all actives have a fitted effect of over 50% in size
Pin1 inh: qHTS Assay to Find Inhibitors of Pin1 | 0.009% of 390,000 active | Pin1 FP peptide displacement, HiFluor488, 10 min | Potency, µM (top dose mostly 115 µM), for inactives: top-dose activity, negative = inhibition, usual class: inhibitors | AID 504891, 2011; active = well fitted inhibition curve with a large enough effect in the polarisation, with a control signal flat, not every such curve was filed as active; inconclusive = small, poorly fitted or top-dose-only effect, or effect the other way, or a change in a side signal; inactive = no such curve, though single readings can be large or run the other way; the % refers to the polarisation; also: potency is read from the fitted curve at half-maximal effect; % is scaled to controls: 0 for no effect and ±100 for the full control effect
Target sequence (Q13526 whole entry, looked up): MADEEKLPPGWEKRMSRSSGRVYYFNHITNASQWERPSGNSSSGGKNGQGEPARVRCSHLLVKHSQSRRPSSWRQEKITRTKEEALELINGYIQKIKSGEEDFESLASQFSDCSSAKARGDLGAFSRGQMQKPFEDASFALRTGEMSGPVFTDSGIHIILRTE
PGK inhibitor: qHTS Assay to Find Inhibitors of Phosphoglycerate Kinase; PGK/GAPDH coupled, Kinase-Glo luminescence, 60 min; Potency, µM (top dose mostly 57.5 µM), inactives show at the highest dose activity change, negative = inhibition, usual class: inhibitors; 0.043% of 380,000 active; also: potency is read from the fitted curve at half-maximal effect; % is scaled to controls: 0 for no effect and ±100 for the full control effect; nearly all actives have a fitted effect of over 60% in size
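Recombinant glycosomal PGK reaction used 1,3-bisphosphoglycerate generated in-well by GAPDH (100nM final) in 100mM TEA pH 7.6, 5mM MgCl2, 0.01% Tween-20. After 60 minutes at room temperature, ATP was read by Kinase-Glo Plus luminescence end-point.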
HP1b chromo inh: HTS for Inhibitors of HP1-beta Chromodomain Interactions with Methylated Histone Tails. Chromobox protein homolog 1 (Homo sapiens), P83916. AlphaScreen HP1-beta / biotin-H3K9me3 peptide binding. Potency, µM (series often up to 114 µM), for the others: at the highest dose activity change, negative = inhibition, usual class: inhibitors. 0.56% of 390,000 active; also: potency is read from the fitted curve at half-maximal effect; nearly all actives have a fitted effect of over 70% in size; inactives centre near 23
Target sequence (P83916 whole entry, looked up): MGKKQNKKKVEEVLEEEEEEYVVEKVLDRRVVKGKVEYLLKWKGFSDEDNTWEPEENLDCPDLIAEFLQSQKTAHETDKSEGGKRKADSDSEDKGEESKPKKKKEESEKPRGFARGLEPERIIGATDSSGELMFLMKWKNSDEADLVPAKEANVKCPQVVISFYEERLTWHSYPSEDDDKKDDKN
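HP1-beta protein (50 nM final) preincubated 30 min at room temperature with biotinylated H3(1-18)K9me3 peptide (50 nM) in PBS pH 7.4, 0.01% Tween-20, then compound added for 30 min. AlphaScreen streptavidin donor/nickel chelate acceptor beads (10 ug/mL final), 30 min dark, luminescence read.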
POLH inh: qHTS for Inhibitors of Polymerase Eta. DNA polymerase eta (Homo sapiens), Q9Y253. recombinant Pol eta, fluorescent DNA replication assay. Potency, µM (titrated, usually from 114 µM), for inactives: at the highest dose activity change, negative = inhibition, hits mostly inhibitors. 1.2% of 390,000 active; also: potency is read from the fitted curve at half-maximal effect; % is scaled to controls: 0 for no effect and ±100 for the full control effect
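Fluorescent replication assay: 50 nM final substrate added after a 15 min room-temperature compound preincubation with 10 nM enzyme. Signal taken at 0 min and again at 10 min.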
The depositor's hits bear a star; i = inactive; ? = inconclusive; nt = not tested or not shown; & = joins results of further samples; [ ] = another dose, or the depositor's remark. Unless noted, calls follow the shape of the dose curve; as a rule, active = well fitted curve in the direction sought with a large enough effect; inconclusive = small, poorly fitted or top-dose-only effect, or another doubt; inactive = no such curve, though single readings can be large; an effect the other way counts as inactive or inconclusive. Only part of the results is shown (hit frequency here may not be typical).

no. | SMILES | PGK inhibitor | JMJD2A Tudor | GLS inh | BAZ2B block | Pin1 inh | PI4K2A block | POLH inh | HP1b chromo inh | G9a block
1 | Cc1cc(C)cc(NC(=O)CSc2nc3c(c(=O)n2C)SC(C)C3)c1 (stereo not given) | i | -14% | -1% | -4% | 2% | -2 | -6% | 51%[activator] | 5%
2 | COc1ccc(C2CC(c3cccc(C)c3)n3nc(N)nc3N2)cc1 (stereo not given) | 1% | -19% | 14% | -6% | -3% | 1 | -7% | 23% | ?
3 | COc1ccc(S(=O)(=O)N2CCOCC2)cc1NC(=O)CN1CCCCCC1 | -2% | -13% | -6% | -13% | 1% | 3 | -21% | 30% | -5%
4 | CCOc1ccc(CCNC(=O)CCc2cn(Cc3ccc(F)cc3)c3ccccc23)cc1 | -8% | -24% | -7% | -37% | 10% | 2 | -11% | -2% | -5%[59 µM]
5 | CCCn1cc(S(=O)(=O)c2cccc(Cl)c2)c(=O)c2cc(F)c(N3CCOCC3)cc21 | -9% | 6% | 3% | -1% | 0% | -7 | -17% | 47%[activator] | 0%[59 µM]
6 | COc1ccc(/C=N/c2nc3ccccc3n2C)cc1OC | -27% | -27% | 19% | -33% | 2% | 1 | -13% | 10% | 11%[59 µM]
7 | CCN1C(=NCCOC)N[C@@H](CCc2ccccc2)[C@H](C(=O)OC)[C@H]1C | -2% | 40µM* | -9% | 4%&-37% | -4% | 5 | -5% | 15% | 2%[12.7 µM]
8 | Cc1cc(C)nc(/N=C(\N)Nc2ccc(CC(=O)OC(C)C)cc2)n1 | 14% | -29% | 12% | 11% | -8% | 0 | -1% | 29% | ?
9 | CC(C)c1nc2sc3c(NCc4ccco4)ncnc3c2c2c1COC(C)(C)C2 | -3% | -10% | -2% | nt | 32%[activator] | ? | ? | 45%[activator] | -39%[59 µM]
10 | CCOC(=O)c1cc(-c2ccc(OC)cc2)n(CCC(=O)NCCc2ccccc2)c1C | i | ? | -9% | -32% | 34%[activator] | -1 | -14% | -10% | -35%[59 µM]
11 | Cc1nc2ccccc2n1Cc1ccc(Br)cc1 | i | -9% | 7% | nt | -1% | -1 | 1% | 11% | nt
12 | Cc1cccnc1Nc1ncnc(N)c1[N+](=O)[O-] | 0% | 6% | 0% | -22% | -1% | -5 | -11% | 27% | 6%
13 | CCOc1ccccc1OCCCC(=O)ON=C(N)c1ccccc1 | i | 94%[activator] | 2% | 125%[activator] | 1% | 6 | -20% | 84%[activator] | -3%[12.7 µM]
14 | CC1(OC(=O)C2CCCC2)C(=O)C=C2C=C(c3ccsc3)N(CCCCO)C=C2C1=O (stereo not given) | -1% | -3% | -3% | -10% | 2% | -8 | -7% | 19% | -4%[12.7 µM]
15 | Cc1cc(C)n(/N=C/c2ccc(C(C)C)cc2)c(=O)c1C#N | 7% | 3% | 3% | 5% | 13% | 2 | -10% | 12% | -4%
16 | O=C(NN=C1CCCC1)c1ccccc1O | 3% | ? | ? | -7% | -2% | -2 | -21% | 40% | nt
17 | CCNc1nc2c(c(=O)n(C)c(=O)n2C)n1Cc1ccc(Cl)cc1 | -6% | -20% | 19% | -4% | 0% | -5 | -10% | 25% | nt
18 | COc1cc(CNC(=O)c2nc(Cn3nc(C)c(Br)c3C)no2)cc(OC)c1 | -4% | -11% | 9% | -28% | ? | 2 | -17% | 23% | 1%
19 | O=C(Nc1cc(=O)[nH]c2ncnn12)c1ccccc1F | -1% | 2% | -6% | -1% | 3% | -9 | -7% | 34%[activator] | nt
20 | CC(=O)N1CCC(C(=O)Nc2ccc(S(=O)(=O)N3CCCC(C)C3)cc2)CC1 (stereo not given) | -9% | -8% | 8% | -6% | -3% | -1 | -14% | 2% | ?
21 | COC(=O)c1cccc(N2C(=O)C(Cl)=C(N3CCOCC3)C2=O)c1 | -12% | -32% | -1% | -9% | 13% | 3 | -2% | 62%[activator] | 50µM*
22 | O=C(N/N=C/c1ccccc1)c1[nH]ncc1Br | ? | -17%[11.4 µM] | 1% | nt | -5% | -19 | -8% | 31% | -26%
23 | Cn1c(CN(O)S(=O)(=O)c2ccc(Cl)cc2)nnc1C(F)(F)F | 11% | 0% | 20% | -6% | 6% | -2 | -6% | 32% | 10µM*
24 | CC1=CC(C)(C)N(C(=O)CCl)c2cc(C)ccc21 | -9% | 33% | -4% | 21% | -1% | 0 | -14% | 101%[activator] | 67%[activator]
25 | CCCC(C)NC(=O)Cn1c(=O)c2c(ncn2CCC(C)C)n(Cc2ccccc2)c1=O (stereo not given) | -6% | -2% | -15% | 6% | 12% | 1 | -16% | 16% | -9%
26 | Cc1csc(NC(=O)c2ccc3c(c2)OCO3)n1 | -8% | -14% | -5% | -3% | -5% | -1 | -5% | 18% | 6%[59 µM]
27 | O=C(O)COCC(=O)Nc1cc(C(F)(F)F)cc(C(F)(F)F)c1 | 0% | -8% | 0% | 0% | -3% | 2 | -22% | 26% | -39%[59 µM]
28 | COc1ccc2c(CCNC(=O)c3ccc([N+](=O)[O-])cc3)c[nH]c2c1 | i | ? | 11% | ? | 0% | 2 | -5% | -10% | ?
29 | O=C(CN(c1ccccc1)S(=O)(=O)c1ccc(F)cc1)N1CCCCCC1 | -1% | 1% | 0% | ? | 1% | 3 | 0% | 23% | 11%[59 µM]
30 | COc1ccc(NC(=O)Nc2ccc([N+](=O)[O-])cc2)cn1 | -7% | -25% | -5% | ? | ? | -9 | ? | 19% | ?
31 | COC(=O)c1cc(Br)c(=O)n(Cc2ccc3c(c2)OCO3)c1 | 6% | 1% | 2% | -27% | 0% | 2 | -20% | 28% | -6%
32 | Cc1ccc2c(c1)[C@H]1OCC[C@H]1[C@@H](c1ccncc1)N2 | 1% | -4% | -11% | 7% | -3% | -2 | -10% | 29% | ?
33 | CC(=O)c1ccc(NS(=O)(=O)c2cccc(S(=O)(=O)c3ccc(Cl)cc3)c2)cc1 | 4% | -26% | -8% | -22% | 3% | -5 | -5% | 11% | -1%[59 µM]
34 | COc1ccc(C(=O)OCn2nnc3ccccc3c2=O)cc1 | -4% | -10% | -2% | nt | ? | -2 | -10% | 52%[activator] | -27%
35 | N=c1oc2ccc3ccccc3c2cc1-c1nc(-c2ccccc2)cs1 | 6% | 39%[activator] | 5% | 28% | ? | 0 | -14% | 120%[activator] | 38%[activator][59 µM]
36 | COc1ccc(NC(=O)CSc2ccccc2)c(OC)c1 | 9% | -4% | 9% | 1% | -12% | -1 | -11% | 30%[activator] | 0%[59 µM]
37 | CCN(CC)C(=O)c1ccc(O)c(OC)c1 | -15% | -7% | 43%[activator] | 7% | -5% | 4&-2&-2 | -4% | 17% | 48%[59 µM]
38 | Cc1c(CCOC(=O)C2C3CC4CC(C3)CC2C4)sc[n+]1CC(=O)c1ccc(Br)cc1 (stereo not given) | -11% | -23%&-24% | -7%&1% | -35% | 2%&7% | 1&-1 | ? | 4%&18% | 4%
39 | CS(=O)(=O)c1ccccc1C(=O)Nc1ccc(-c2nc3ccccc3o2)cc1 | -1% | -19% | -1% | -9%[57.1 µM] | 31%[activator] | 1 | -16% | 6%[57 µM] | 35%
40 | Cc1ccccc1C(=O)Nc1cc(NC(=O)c2ccccc2C)cc(C(=O)O)c1 | -5% | -3% | 3% | -4% | -1% | -2 | 14% | 8% | -18%
41 | CC(C)CNC(=O)C(=O)NNC(=O)C1CCCCC1 | i | ? | 2% | -5% | -14% | -3 | 0% | 26% | 20µM*
42 | CN1C(=O)Cc2cc(S(=O)(=O)NCCc3ccc(Cl)cc3)ccc21 | -8% | -11%&-25% | 4%&-1% | -9%&26% | -1%&-5% | -4&-3 | 0%&-14% | 35%&23% | 15%[59 µM]
43 | CCN(CC)S(=O)(=O)c1ccc2oc(SCC(=O)NC3CC3)nc2c1 | -4% | -1% | -8% | ? | 1% | 0 | -19% | -22% | 13µM*
44 | CCC(=O)N(CC)Cc1cc(=O)[nH]c2ccccc12 | 1% | 1% | -12% | -4% | 2% | 1 | -20% | 27% | 20%
